# FAS TE block: inhibitors of human fatty acid synthase thioesterase domain. 360,000 compounds, 0.67% hits. recombinant FAS-TE, OMFH fluorogenic substrate, fluorescence endpoint. inhibition, % at 15 µM. P49327. AID 602261;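 active means compounds whose normalised, plate-corrected inhibition of enzyme fluorescence in the single-dose primary screen is 50% or more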;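 further: 0% = DMSO with enzyme and 100% = substrate without enzyme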
# PABP1 MLLE inh: inhibitors of microRNA-mediated deadenylation, human PABP1 MLLE binding. inhibition, % at 20 µM. GST-MLLE / FITC-PAM2 fluorescence polarization. 360,000 compounds, 0.36% hits. P11940; in the data active means inhibition above about 35%, passing the limit was not always enough;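 further: plate controls were DMSO wells with GST-MLLE for no effect and wells lacking GST-MLLE protein for full effect; some results filed as inactive read as strong as hits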
# SKN-1 block: inhibitors of C. elegans SKN-1 | inhibition, % at 21.8 µM | C. elegans VP596 Pgst-4::GFP/RFP ratio, acrylamide-induced, 24 h | 360,000 compounds, 0.49% hits;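 active means interference check ratio from 0.5 to 1.5 plus GFP to RFP signal ratio inhibition reaching or exceeding a fixed threshold, cut at about 30% in these data, passing the limit was not always enough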; further: some compounds called inactive have numbers as strong as hits
# bovine MsrA act: activates bovine MsrA enzyme; purified bovine MsrA, absorbance read-out; activation, % at 10.6 µM; 360,000 compounds, 0.3% hits; in the data active means activation above about 7.5%;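 further: 0% = vehicle and 100% = reference activator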
# Neddyl block: cullin neddylation inhibition. P61081+Q13564. TR-FRET cullin neddylation, biochemical. calls only at 25 µM. 360,000 compounds, 0.58% hits. AID 651699; in the data active means inhibition above about 36%
# E coli Lon inh: inhibitors of E. coli Lon protease | purified E. coli Lon protease, fluorescence polarization | inhibition, % at 7.94 µM | AID 602123 | 360,000 compounds, 0.42% hits | P0A9M0; in the data active means inhibition above about 13%, passing the limit was not always enough;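 further: 0% = enzyme with probe and DMSO and 100% = no enzyme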
# MT1-MMP act inh: MT1-MMP (human) activation inhibition. P50281. HT1080 RFP-PRO-GFP cells, GFP/RFP ratio fluorescence, overnight; percent of plate control window, DMSO zero. GFP/RFP ratio change, % at 20 µM. 360,000 compounds, 0.061% hits;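 active means GFP/RFP ratio change of at least 30% with cell ATP level not reduced by more than half and red fluorescence within 50% of control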; further: strong numbers were not always called active
#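 Material – HT1080 RFP-PRO-GFP cells · Control set – DMSO wells and RFP-L50D-GFP cells · Incubation – overnight cell settling, then overnight compound exposure, 37 °C, 5% CO2 · Compound dosing – single-point 20 µM compound, 1% DMSO · Read-out – GFP/RFP fluorescence ratio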
# NRP1-CendR mod: NRP-1/CendR interaction modulation; O14786; FAM-RPARPAR peptide binding to NRP-1, fluorescence polarization; inhibition, % at 25 µM; 360,000 compounds, 0.85% hits; AID 602438;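 active means inhibition or corrected inhibition above about 18%, plus a signal ratio from 0.5 to 1.5, limit read from the data, passing the limit was not always enough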; further: strong numbers were not always called active
# Rin1-Abl PPI inh: blocks binding of human Rin1 to Abl | P00519+Q13671 | TR-FRET Rin1/Abl binding, biochemical | inhibition, % at 7.35 µM | 360,000 compounds, 0.4% hits; in the data active means inhibition above about 5%, passing the limit was not always enough
# Target sequence (P00519 whole entry, looked up): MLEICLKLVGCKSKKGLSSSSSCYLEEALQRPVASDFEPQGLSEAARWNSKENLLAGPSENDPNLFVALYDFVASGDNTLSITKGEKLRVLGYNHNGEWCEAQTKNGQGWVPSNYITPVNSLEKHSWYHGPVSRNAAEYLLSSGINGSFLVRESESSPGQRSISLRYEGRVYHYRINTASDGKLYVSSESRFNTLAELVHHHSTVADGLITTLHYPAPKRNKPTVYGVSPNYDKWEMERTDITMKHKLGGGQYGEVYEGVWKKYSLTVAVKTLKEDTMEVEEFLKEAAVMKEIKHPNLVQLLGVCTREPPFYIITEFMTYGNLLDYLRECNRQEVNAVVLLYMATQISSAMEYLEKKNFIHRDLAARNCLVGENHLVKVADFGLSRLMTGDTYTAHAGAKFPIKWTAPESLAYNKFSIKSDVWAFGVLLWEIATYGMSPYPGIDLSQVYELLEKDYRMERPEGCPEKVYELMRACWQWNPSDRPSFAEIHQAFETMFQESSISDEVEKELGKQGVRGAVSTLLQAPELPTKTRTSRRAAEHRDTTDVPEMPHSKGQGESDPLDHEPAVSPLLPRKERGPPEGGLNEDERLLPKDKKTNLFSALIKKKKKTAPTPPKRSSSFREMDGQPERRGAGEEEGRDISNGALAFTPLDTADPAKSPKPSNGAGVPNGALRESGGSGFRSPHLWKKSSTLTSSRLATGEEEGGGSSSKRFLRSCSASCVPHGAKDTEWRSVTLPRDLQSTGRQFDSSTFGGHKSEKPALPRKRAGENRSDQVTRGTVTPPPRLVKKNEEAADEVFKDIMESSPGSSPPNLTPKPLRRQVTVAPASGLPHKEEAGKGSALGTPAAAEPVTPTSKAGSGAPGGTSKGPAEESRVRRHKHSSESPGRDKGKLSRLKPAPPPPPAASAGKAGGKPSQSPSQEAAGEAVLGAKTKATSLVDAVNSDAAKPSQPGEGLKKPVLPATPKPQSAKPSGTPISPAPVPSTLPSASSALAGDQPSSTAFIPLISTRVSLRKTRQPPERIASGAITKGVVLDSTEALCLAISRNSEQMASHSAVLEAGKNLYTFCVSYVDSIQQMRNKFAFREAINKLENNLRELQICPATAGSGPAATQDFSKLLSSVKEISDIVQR
# Target sequence (Q13671 whole entry, looked up): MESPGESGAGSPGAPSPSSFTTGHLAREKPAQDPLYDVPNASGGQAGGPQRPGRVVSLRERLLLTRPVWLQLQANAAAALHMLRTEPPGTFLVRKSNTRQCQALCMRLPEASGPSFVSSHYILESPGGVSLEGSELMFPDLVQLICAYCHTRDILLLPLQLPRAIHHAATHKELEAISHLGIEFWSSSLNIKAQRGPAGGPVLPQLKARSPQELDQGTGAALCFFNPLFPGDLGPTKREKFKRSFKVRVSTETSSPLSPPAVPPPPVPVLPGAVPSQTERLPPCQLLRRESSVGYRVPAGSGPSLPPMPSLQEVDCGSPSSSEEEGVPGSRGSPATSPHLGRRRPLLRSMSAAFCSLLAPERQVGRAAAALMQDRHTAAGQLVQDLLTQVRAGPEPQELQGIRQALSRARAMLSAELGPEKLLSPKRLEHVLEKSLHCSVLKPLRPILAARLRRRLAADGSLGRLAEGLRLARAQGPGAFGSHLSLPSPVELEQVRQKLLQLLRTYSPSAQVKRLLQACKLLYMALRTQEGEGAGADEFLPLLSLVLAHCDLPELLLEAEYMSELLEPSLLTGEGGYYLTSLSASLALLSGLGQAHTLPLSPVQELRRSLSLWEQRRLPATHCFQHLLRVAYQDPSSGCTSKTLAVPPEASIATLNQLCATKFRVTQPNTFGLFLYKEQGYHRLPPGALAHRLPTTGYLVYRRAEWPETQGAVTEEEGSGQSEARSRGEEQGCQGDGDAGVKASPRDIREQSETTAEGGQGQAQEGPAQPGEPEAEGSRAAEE
# * = called active by the depositor; i = inactive; . = not tested or not shown. This is a random part of the collection. About 4% of those tested had a hit in this group.
SMILES,FAS TE block,PABP1 MLLE inh,SKN-1 block,bovine MsrA act,Neddyl block,E coli Lon inh,MT1-MMP act inh,NRP1-CendR mod,Rin1-Abl PPI inh
O=C(CNC(=O)c1cccs1)NCC(=O)OCc1ccccc1Br,-7,-10,-9,-3,i,-8,5,-7,-3
COc1ccc(CNc2ncc(-c3ccc(Br)cc3)n2C)cc1OC,-6,-1,11,-4,i,3,4,-4,3
CCOC(=O)c1sc(=S)n(CC)c1NC(=O)CC,1,18,-9,-10,i,4,0,17,2
CCCCN(C)CCC(=O)Nc1ccc(Cl)cc1,-14,-3,0,-6,i,-6,3,11,2
Cc1cccc(C)c1NS(=O)(=O)c1ccc(-c2ccc(=O)[nH]n2)o1,-15,-9,-20,-3,i,-11,0,7,2
Cn1c(=O)[nH]c(=O)c2c1nc(NCCN)n2CCOc1ccccc1,-5,3,1,-2,i,-7,0,-6,2
O=C(CCCn1c(SCC(=O)NCCc2ccccc2)nc2ccccc2c1=O)NCC1CCCO1 (stereo not drawn),1,1,-6,-7,i,11,-1,8,-1
COCCCn1c(SCC(=O)N(C)C)nnc1-c1ccccc1,-6,5,2,-2,i,-2,6,6,0
CCN(CC)S(=O)(=O)c1ccc(NC(=O)C(C)N(c2ccc(OC)cc2)S(C)(=O)=O)cc1 (stereo not drawn),4,0,3,-9,i,-5,2,12,2
CCCN1CCC(=O)N([C@H](CSc2ccc(Br)cc2)Cc2ccccc2)CC1,20,-3,10,0,i,3,-1,23,3
COc1ccc(-c2cn(-c3ccccc3)c(=S)[nH]2)cc1OC,-4,1,10,0,i,-3,11,-4,-3
COc1ccc(OCC(=O)Nc2ccc(S(=O)(=O)N3CCN(C)CC3)cc2)cc1,1,5,5,-3,i,4,3,-1,4
CCN(CC)CCCNc1cc(C)c(C#N)c2nc3ccccc3n12,-2,1,9,-4,.,-9,-8,-94,-5
CSc1ncnc2[nH]ccc12,-5,1,6,-3,i,-5,-1,-3,-3
CCN1C(=O)/C(=C2/C=CC=CN2C)SC1=S,-1,37,9,-2,i,-12,7,-3,-10
O=[N+]([O-])c1ccc(S(=O)(=O)Nc2ccncc2)cc1,-4,-2,6,-1,i,-14,-2,4,-2
Cc1cc(C)cc(Nc2nc3ccccc3c(=O)[nH]2)c1,3,-6,-2,-2,i,10,4,5,-1
CCC(=O)NC(=S)Nc1cc(C(=O)O)ccc1OC,-2,6,2,-1,i,3,-2,-10,3
CCCC1(c2ccsc2)NC(=O)NC1=O (stereo not drawn),-8,-14,-7,-4,i,-3,0,-8,4
COCCN(C(=O)CSc1nc2nc(C)cc(C)n2n1)c1c(N)n(Cc2ccccc2)c(=O)[nH]c1=O,-1,2,12,-1,i,-4,1,3,2

# An excerpt from above in order of the MT1-MMP act inh value, high to low:
SMILES	MT1-MMP act inh
O=C(CNC(=O)c1cccs1)NCC(=O)OCc1ccccc1Br	5
CCN(CC)S(=O)(=O)c1ccc(NC(=O)C(C)N(c2ccc(OC)cc2)S(C)(=O)=O)cc1 (stereo not drawn)	2
COCCN(C(=O)CSc1nc2nc(C)cc(C)n2n1)c1c(N)n(Cc2ccccc2)c(=O)[nH]c1=O	1
O=[N+]([O-])c1ccc(S(=O)(=O)Nc2ccncc2)cc1	-2

# Next structures follow:
SMILES,FAS TE block,PABP1 MLLE inh,SKN-1 block,bovine MsrA act,Neddyl block,E coli Lon inh,MT1-MMP act inh,NRP1-CendR mod,Rin1-Abl PPI inh
CCOC(=O)N1CCN(C(=O)c2cccn3c(=O)c4cc(Br)ccc4nc23)CC1,1,-2,3,-5,.,1,-5,-11,-2
CC(=O)N1CCN(C(=O)CCc2c[nH]c3ccccc23)CC1,-6,2,-6,-1,i,-6,1,-13,-2
COc1ccc(S(=O)(=O)Nc2cccc3c2O[C@H](CN(C)Cc2ccncc2)[C@@H](C)CN([C@H](C)CO)C3=O)cc1,-16,-11,10,-2,i,-9,2,-1,0
CC(C)(C)CNC(=O)C1(C)CCN1C(=O)c1ccccc1CCc1ccccc1 (stereo not drawn),6,3,7,-6,i,-1,2,-15,-1
COc1ccc(C2CC(c3ccc(Br)cc3)=NN2C(=O)CCC(=O)O)cc1OC (stereo not drawn),-11,4,-10,-9,i,-3,1,11,2
O=C(Nc1cc(Cl)cc(Cl)c1)C1CCC(=O)N1Cc1ccccc1Cl (stereo not drawn),10,-1,11,-3,i,-2,1,-19,-2
CC(=O)c1cc2c(cc1NC(=O)CSc1ccc(S(=O)(=O)N(C)C)cn1)OCO2,20,6,2,0,i,-8,-1,2,1
COC(=O)C1CCN(C(=O)COC(=O)c2cccc(NS(=O)(=O)c3ccccc3)c2)CC1,-4,-20,11,-5,i,7,6,3,0
O=C(CCC1CCCN(C(=O)c2ccoc2)C1)NCc1ccc(F)c(F)c1 (stereo not drawn),-3,4,9,-3,i,-1,3,-9,2
COc1cc(C(=O)O[C@H]2C/C(C)=C/CC[C@]3(C)O[C@@H]3C(O)C2C(C)C)cc(OC)c1OC (stereo partly drawn),7,7,5,-3,i,-3,0,13,1
COc1cccc(CNS(=O)(=O)c2ccc3c(c2)C(C)(C)C(=O)N3C)c1,-2,12,-2,-8,i,3,1,3,5
Cc1cccc(CCNC(=O)CCS(=O)(=O)c2ccc3nc(C)sc3c2)c1,0,11,1,-4,i,-6,-4,-8,1
O=c1[nH]c(=O)n(Cc2ccccc2)c2nc(-c3ccc(Oc4ccc(F)cc4)c([N+](=O)[O-])c3)n(CCO)c12,9,4,10,0,i,-14,-9,26*,-1
COCCNC(=O)C1CCCN(Cc2cccc(Cl)c2)CC1 (stereo not drawn),-10,18,1,-8,i,0,5,-10,-1
O=C(Nc1ccc(Cl)cc1)C1C2CCCCC21 (stereo not drawn),-1,3,0,0,i,-13,-1,7,2
CSc1ccc(S(=O)(=O)Nc2ccc(NC(C)=O)cc2)cc1,-1,9,-5,-2,i,4,9,2,0
CCOC(=O)C1=C(CN2CCN(c3ccc(F)cc3)CC2)NC(=O)NC1c1cccs1 (stereo not drawn),9,6,13,1,i,1,-1,-16,0
CC1=CS(=O)(=O)CC1SC(=S)N(C)C1CCS(=O)(=O)C1 (stereo not drawn),-1,10,7,-1,i,6,-7,9,1
CO/N=C/NC(=O)c1c(OC)ccnc1Oc1ccc(F)cc1,-10,-3,1,-7,i,-6,2,10,3
Cc1nn(CCC(=O)O)c2nc(-c3cccnc3)cc(C(F)(F)F)c12,-3,15,-7,-1,.,5,6,7,-4

# As entered above.
# NRP1-CendR mod result of CCOC(=O)C1=C(CN2CCN(c3ccc(F)cc3)CC2)NC(=O)NC1c1cccs1 (stereo not drawn) stands at -16
# Rin1-Abl PPI inh result of CC(C)(C)CNC(=O)C1(C)CCN1C(=O)c1ccccc1CCc1ccccc1 (stereo not drawn) stands at -1

# Back to the main list, starting two compounds before the break.
SMILES,FAS TE block,PABP1 MLLE inh,SKN-1 block,bovine MsrA act,Neddyl block,E coli Lon inh,MT1-MMP act inh,NRP1-CendR mod,Rin1-Abl PPI inh
CO/N=C/NC(=O)c1c(OC)ccnc1Oc1ccc(F)cc1,-10,-3,1,-7,i,-6,2,10,3
Cc1nn(CCC(=O)O)c2nc(-c3cccnc3)cc(C(F)(F)F)c12,-3,15,-7,-1,.,5,6,7,-4
NC(=O)C1CCN(C(c2ccccc2Cl)c2nnnn2CC2CCCO2)CC1 (stereo not drawn),-7,-1,-13,-3,i,-11,-1,8,1
CCCc1oc(C(=O)O)cc1CN,-8,13,1,0,i,-9,1,-3,-1
CCOC(=O)C1CCCN(C(=O)C2CCN(S(=O)(=O)c3c(C)noc3/C=C/c3ccccc3F)CC2)C1 (stereo not drawn),26,-1,10,0,i,-14,3,4,5
O=C(CCSc1nc(-c2ccc3c(c2)OCO3)cc(C(F)(F)F)n1)NCc1ccco1,20,-8,-2,-1,.,-12,-2,-2,-3
COc1ccc(CN(C)CC(O)COC(c2ccc(OC)cc2)c2ccc(OC)cc2)cc1 (stereo not drawn),5,-3,1,1,i,0,-2,5,2
O=C(NCCN1CCCC1)C(c1ccccc1)c1ccccc1,-5,-5,1,-5,i,-5,0,3,-2
O=C(CNC(=S)N(CCCN1CCOCC1)Cc1cccs1)NCc1ccc(Cl)cc1,23,-144,3,-5,i,-6,-1,1,9
Nc1nc2nccc(-c3cccnc3)n2n1,-3,-13,-15,-13,.,7,4,13,3
Cc1ccc(C(c2nnnn2CS(=O)(=O)c2ccc(C)cc2)N2CCN(c3ncccn3)CC2)cc1 (stereo not drawn),38,1,1,-3,i,-8,-9,7,5
CCC(C(=O)Nc1ccc(C(=O)Nc2ccccc2C(=O)O)cc1)c1ccccc1 (stereo not drawn),3,11,-19,-7,i,8,3,-16,4
Cc1ccc(C)n1-c1sc2c(c1C#N)CCC(C)C2 (stereo not drawn),22,15,-32,1,i,-12,-3,5,0
O=S(=O)(Nc1cccc(Cl)c1)c1cccc(-n2cnnn2)c1,10,-8,5,-4,i,5,2,20*,4
COc1ccc(C(=O)CSc2nnc(CNC(=O)c3ccco3)n2C)cc1,-4,4,-2,0,i,-2,0,5,0
CC1CCc2sc(C(=O)NC3CCN(Cc4ccccc4)CC3)cc2C1 (stereo not drawn),5,4,-3,0,i,-3,1,-8,2
COc1ccc(C2=NN(C(=O)c3ccco3)C(c3cccs3)C2)cc1OC (stereo not drawn),5,-11,31,-2,i,8,6,4,1
COc1cc(C2NC(=O)NC(O)(C(F)(F)F)C2C(=O)c2cccs2)ccc1O (stereo not drawn),-7,2,2,-1,i,-9,14,6,0
Cc1c(C#N)c(NC(=O)c2cccc(Cl)c2)n(Cc2ccccc2)c1C,19,-15,13,-5,i,-5,-3,-3,1
O=C1Nc2ccc(F)cc2C12Nc1ccccc1-c1nnc(SCc3ccccc3Cl)nc1O2 (stereo not drawn),12,-4,9,-1,i,7,11,-15,-5
Nc1nc(SCn2nnc3ccccc3c2=O)n[nH]1,-4,14,-3,-6,i,4,1,-7,0
Cc1[nH]c2ccc(-c3n[nH]c(=S)n3Cc3ccccc3)cc2c1C,6,-62,2,-1,i,6,-10,-4,-2
Cc1cc(C)n(-c2cc(C(=O)O)cc(C(=O)O)c2)n1,-7,12,-11,-3,i,6,1,10,-1
Cc1cccn2c(CN(C)C3CCCc4ccccc43)c(C(=O)N3CCOCC3)nc12 (stereo not drawn),-1,-4,15,-5,i,-3,-5,2,1
Cc1c(Br)c([N+](=O)[O-])nn1CC(=O)NC1CCCCCC1,37,10,-4,-9,i,3,2,-8,-2
CCc1ccc(Nc2nnc(SCC(=O)NC(=O)c3cccn3C)s2)cc1,-8,-125,3,-11,i,-3,-2,-2,1
O=S1(=O)N=C(N/N=C/c2ccco2)c2ccccc21,-7,3,-4,-1,i,-8,0,-3,-1
CN(C)C(=O)CN1C(=O)C2CC=C(Cl)CC2C1=O (stereo not drawn),-10,-1,8,-2,i,-1,0,-1,1
CNC(=O)c1[nH]cnc1C(=O)Nc1cccc(OC)c1,0,14,-11,-3,i,-13,5,0,1
CC(C)(C)C1=Nn2c(nnc2-c2ccccc2F)SC1,-6,-9,16,-5,i,-5,-6,8,-1
CC(C)(C)c1ccc(C(=O)N2CCC(=O)N(C(COCc3ccccc3)Cc3ccccc3)CC2)cc1 (stereo not drawn),29,0,-1,4,i,-9,-1,-3,3
CC(NC(=O)c1ccnn1C)C1CCCO1 (stereo not drawn),-12,-11,12,-5,i,-1,1,-2,2
O=c1c2c3c(sc2ncn1/N=C/c1ccccc1)CCCC3,11,3,14,-1,i,-3,3,4,3
CCNC(=O)C1(C)CCN(C(=O)c2ccccc2OC(F)(F)F)C1 (stereo not drawn),-1,7,2,-1,i,-6,-2,-2,-4

# Compound activity as filed in PubChem BioAssay.
